High-throughput results: PubChem, National Center for Advancing Translational Sciences (NCATS)
D3 ag: activates the human D3 dopamine receptor; D3R DiscoveRx beta-arrestin cells, luminescence, 90 min; max activation, %; actives 0.58% (n = 410,000); in the data active = max activation above about 30%; also: 0% is about no effect; mostly tested at two doses, the higher about 12 µM
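Agonist-mode cell screen: cells plated at 1500/well and incubated overnight at 37 °C, then exposed to library compounds for 90 min at 37 °C. Detection reagent was added for 30–60 min at room temperature, and luminescence was read.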
PTHR1 agonist: PTHR1 (human) receptor agonism | Q03431 | HEK293 GP2 PTHR1 cells, GloSensor cAMP luminescence, 1 h | Potency, µM (titrated, usually from 115 µM), for inactives: top-dose activation, actives largely listed as activators | actives 0.075% (n = 410,000) | AID 743266; also: potency is read from the fitted curve at half-maximal effect; nearly all actives have a fitted effect of over 55% in size; some results filed as inactive show a strong effect at the top dose; inactives centre near -15; many of its hits are not listed in these tables
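HEK-293-derived GP2 cells expressing PTHR1 and a GloSensor cAMP reporter, 3,000/well, plated overnight, given luciferin plus IBMX (each 0.5 mM as added) for 1 h at 37 °C, then compound for 1 h at 37 °C. Luminescence was read after 15 min at room temperature.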
EPAC2 antagonist: EPAC2 (human) antagonism. actives 0.18% (n = 360,000). EPAC2 GEF exchange of Rap1B-BODIPY-GDP, fluorescence. Potency, µM (series often up to 114 µM), inactives show top-dose activity, negative = inhibition, most hits filed as inhibitors. AID 720708. Q8WZA2; also: potency is read from the fitted curve at half-maximal effect; % is scaled to controls: 0 for no effect and ±100 for the full control effect; nearly all actives have a fitted effect of over 45% in size; many of its hits are not listed in these tables
Target sequence (Q8WZA2 whole entry, looked up): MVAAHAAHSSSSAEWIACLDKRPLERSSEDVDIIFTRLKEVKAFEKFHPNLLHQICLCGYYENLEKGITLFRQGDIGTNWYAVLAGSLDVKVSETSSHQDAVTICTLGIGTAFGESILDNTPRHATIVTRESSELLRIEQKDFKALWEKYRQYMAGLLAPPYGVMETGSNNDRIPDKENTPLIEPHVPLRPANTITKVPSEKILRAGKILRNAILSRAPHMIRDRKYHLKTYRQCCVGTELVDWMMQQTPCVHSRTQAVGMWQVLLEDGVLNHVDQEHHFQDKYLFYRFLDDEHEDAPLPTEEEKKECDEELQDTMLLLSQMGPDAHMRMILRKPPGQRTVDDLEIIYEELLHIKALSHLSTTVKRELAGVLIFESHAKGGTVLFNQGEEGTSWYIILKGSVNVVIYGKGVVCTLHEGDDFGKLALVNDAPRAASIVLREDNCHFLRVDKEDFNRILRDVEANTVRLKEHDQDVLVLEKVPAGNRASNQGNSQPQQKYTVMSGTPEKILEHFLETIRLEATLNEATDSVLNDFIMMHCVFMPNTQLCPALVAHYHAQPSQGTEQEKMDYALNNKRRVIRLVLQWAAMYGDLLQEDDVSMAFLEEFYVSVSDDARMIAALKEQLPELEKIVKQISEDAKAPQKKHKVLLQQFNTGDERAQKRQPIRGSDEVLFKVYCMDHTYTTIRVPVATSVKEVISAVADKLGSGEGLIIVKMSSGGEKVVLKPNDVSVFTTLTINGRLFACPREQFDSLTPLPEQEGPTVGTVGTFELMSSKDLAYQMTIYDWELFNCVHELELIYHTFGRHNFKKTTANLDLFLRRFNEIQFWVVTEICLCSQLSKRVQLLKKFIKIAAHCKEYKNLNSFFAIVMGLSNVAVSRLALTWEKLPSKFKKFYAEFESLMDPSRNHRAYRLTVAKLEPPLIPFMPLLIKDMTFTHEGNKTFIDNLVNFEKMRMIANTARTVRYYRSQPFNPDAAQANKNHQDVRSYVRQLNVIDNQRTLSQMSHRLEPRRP
EPAC2 ag: agonists of human EPAC2 (RAPGEF4); Q8WZA2; EPAC2 activation, biochemical qHTS; response scale: 100% = 6.5 mM cAMP response; Potency, µM (titrated, usually from 154 µM), inactives show at the highest dose activation, usual class: activators; actives 0.079% (n = 360,000); AID 720711; also: potency is read from the fitted curve at half-maximal effect; nearly all actives have a fitted effect of over 50% in size
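Readout is BODIPY fluorescence (480 nm excitation, 540 nm emission), which falls as labeled GDP is exchanged off Rap1B. EPAC2 at 100 nM acted on 250 nM RAP1B-BODIPY-GDP with 50 uM GDP present.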
pAkt inh: Akt phosphorylation inhibition | activity change, % for hits at 50 µM | actives 0.32% (n = 360,000) | Neuro2A IGF-stimulated pAkt S473 HTRF, 20 min; active compounds read low; in the data active = activity change below about -80%; inconclusive = mostly about -51% to -80%; also: % is scaled to controls: 0 for no effect and ±100 for the full control effect
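Neuro2A cells (4,500/well, DMEM with 0.5% FBS) were treated with compound at a single 50 µM final concentration, stimulated with 6 nM IGF for 20 min at 37 °C, and lysed. Phospho-Akt Ser473 was read by HTRF as 665/615 ratio ×10^4.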
Mm-Cpn inhibitor: M. maripaludis TRiC chaperonin inhibition; purified Mm-Cpn ATPase, ADP Transcreener TR-FRET; Potency, µM (highest dose often 76.9 µM), without a hit: at the top dose activity, negative = inhibition, most hits filed as inhibitors; actives 0.031% (n = 330,000); also: potency is read from the fitted curve at half-maximal effect; % is scaled to controls: 0 for no effect and ±100 for the full control effect; nearly all actives have a fitted effect of over 80% in size
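Eu-cryptate anti-ADP/ADP-d2 competition gives a ratio inversely related to ADP. Enzyme at 25 nM was pre-exposed to compound for 10 min, then given 10 uM ATP for 30 min, 37°C throughout.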
CCT chaperon mod: cytosolic chaperonin activity modulation; actives 0.3% (n = 360,000); activity change, % (no concentration beside the values), hits read low; AID 651819; purified chaperonin ATPase assay, HTRF ADP detection, 30 min; in the data active = activity change below about -30%; also: % is scaled to controls: 0 for no effect and ±100 for the full control effect
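TRiC (40 or 20 nM final, by batch activity) in 30 mM Tris pH 7.4, 100 mM KCl, 5 mM MgCl2, 1 mM DTT was treated with compound at 76 uM single dose, then 10 uM ATP, 30 min at 37 °C. ADP was read by HTRF Transcreener.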
D3 antag: D3 dopamine receptor (human) antagonism. D3R cells, DiscoveRx beta-arrestin luminescence, antagonist mode; active compounds read low. actives 2.5% (n = 360,000). AID 652054. max response, negative = inhibition, %. P35462; in the data active = max response below about -50%; inconclusive = no clear call, values can overlap the other calls; also: % is scaled to controls: 0 for no effect and ±100 for the full control effect; mostly tested at two doses, the higher about 12 µM
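Cells expressing the human receptor were seeded at 1500 cells/well, incubated overnight at 37 degrees C in 5% CO2, then exposed to library compounds with dopamine controls for 90 minutes at 37 degrees C before luminescent detection.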
Numbers without * were called inactive; i = inactive; ? = inconclusive; · = no result given; [ ] = remark or other dose. Unless noted, calls follow the shape of the dose curve; as a rule, active = well fitted curve in the direction sought with a large enough effect; inconclusive = small, poorly fitted or top-dose-only effect, or another doubt; inactive = no such curve, though single readings can be large; an effect the other way counts as inactive or inconclusive.

SMILES	D3 ag	PTHR1 agonist	EPAC2 antagonist	EPAC2 ag	pAkt inh	Mm-Cpn inhibitor	CCT chaperon mod	D3 antag
CCCCn1c(N)c(N(CC)C(=O)c2ccccc2C(F)(F)F)c(=O)[nH]c1=O	2	i	4%	2%	i	0%	-1.4	3
Cc1ccc(SC(C)C(=O)Nc2cccc(N(C)S(C)(=O)=O)c2)cc1 (centres undefined)	-20	i	6%	5%	i	0%	-1.9	-11
COCCNC(=O)C1(C)CCN(Cc2ccc3ccccc3c2Br)C1 (centres undefined)	-13	7%	0%	10%	i	·	-1.2	106
O=C(/C=C/c1ccccc1[N+](=O)[O-])NCc1ccccc1Cl	2	0%	2%	2%	i	1%	0.2	-20
COc1ccc(-c2nc3cc(C)ccn3c2NCC2CCCO2)cc1OC (centres undefined)	-2	i	2%	2%	i	·	-2.3	8
NC(COCc1ccccc1)c1csc(Nc2nncc3ccccc23)n1 (centres undefined)	2	11%	2%	6%	i	·	0.9	14
O=C1c2ccccc2C(c2nnnn2-c2ccc3c(c2)OCCO3)N1CCCN1CCOCC1 (centres undefined)	-8	-8%	7%	12%	i	·	-0.9	?
COCCNC(=S)N/N=C/c1ccccc1C(=O)O	1	-5%	-1%	-6%	i	2%	-2.0	10
COc1ccc2c(C)cc(SCC(=O)Nc3nsc(-c4ccc(C)cc4)n3)nc2c1	-1	-15%	-15%	1%	i	-1%	-5.8	7
C1CN=C(NC23CC4CC(CC(C4)C2)C3)C1	-2	-16%	-1%	10%	i	1%	-1.3	-1
COCC(=O)N1CCC(n2nnc3cc(C(F)(F)F)ccc32)CC1	0	i	1%[57.1 µM]	9%	i	2%	1.0	0
CCCCN1C(=O)C(=O)c2cc(Cl)ccc21	-11	-17%	-14%	22%	i	1%	-1.4	-120*
COc1ccc(C(=O)N[C@H]2COC(C)(C)O[C@H]2c2ccccc2)cc1	-3	?	-6%	6%	i	-1%	-1.3	-14
CCCn1c(N)c(C(=O)CSc2ncc(C(F)(F)F)cc2Cl)c(=O)[nH]c1=O	3	-25%	4%	-2%	i	0%	-2.8	14
Cc1nnc2n1N=C(c1ccc(F)cc1F)CS2	1	i	23%	8%	i	-1%	0.3	1
COc1ccc(C(C)=O)cc1COC(=O)c1ccc2c(c1)OCO2	-3	-13%[57.5 µM]	6%	-11%	i	-16%	-0.8	-15
COc1ccc(/C=C/C(=O)OCc2csc(-c3ccccc3)n2)cc1OC	19	i	-4%	15%	i	-4%	-1.2	15
N#Cc1ccccc1S(=O)(=O)N1CCN(C(=O)CN(Cc2ccco2)Cc2cccs2)CC1	-4	-19%	-2%	9%	i	·	-2.1	-18
COCc1cc(CNC(=O)C2CCC(=O)N(Cc3ccccc3OC)C2)[nH]n1 (centres undefined)	9	12%	14%	0%	i	5%	1.9	-4
CCOC(=O)N1CCN(CC(=O)Nc2ccc(F)cc2F)CC1	4	-9%	3%	-5%	i	1%	-0.5	14
CCCN1C(=O)/C(=c2\sc3nc(=O)c(Cc4ccc(C)cc4)nn3c2=O)c2ccccc21	-12	?	-4%	3%	i	1%	-1.0	5
O=C(Nc1cccnc1)C1CCN(S(=O)(=O)c2cccc3nonc23)CC1	12	-7%[57.5 µM]	-4%	7%	i	0%	-1.0	9
CC(=O)Oc1ccc(N(C(C)=O)S(=O)(=O)c2ccc(C)cc2)c2ccccc12	-12	-18%	-9%	19%	i	·	-2.3	-12
CCn1c(C)c(P(=O)(N2CCOCC2)N2CCOCC2)c2ccccc21	1	i	0%	5%	i	1%	0.6	1
COc1ccc(C(=O)N=S2CCN(C(=O)c3ccc(Cl)cc3)CC2)cc1	-4	-18%	0%	-3%	i	-3%	-0.7	7

Other records follow.
SMILES	D3 ag	PTHR1 agonist	EPAC2 antagonist	EPAC2 ag	pAkt inh	Mm-Cpn inhibitor	CCT chaperon mod	D3 antag
COc1ccccc1/C=C1\SC(N2CCC(C)CC2)=NC1=O	-24	-17%	-13%	18%	i	2%	-1.8	-65*
CCCCNC(=O)NC1CCCC1	-2	i	3%	15%	i	1%	-0.6	-17
Cc1c(NC(=O)CCCN2C(=O)c3cccc4cccc(c34)C2=O)c(=O)n(-c2ccccc2)n1C	2	-59%[inhibitor]	-2%	2%	i	2%	1.2	-11
CCOc1ccc(S(=O)(=O)NCc2ccc(F)cc2)c2cccnc12	2	i	-3%	7%	i	-2%	1.1	10
Cc1ccccc1Cn1c(=O)n(CCCC(=O)NCc2ccco2)c(=O)c2ccccc21	3	-28%	4%	-8%	i	3%	2.7	4
O=C1NC(Cc2ccc(O)cc2)c2nc3cc(Cl)ccc3c(=O)n2-c2cc(Cl)ccc21 (centres undefined)	15	-64%[inhibitor]	16%	12%	i	·	0.6	8
COC(=O)Nc1ccc2ncn(C)c(=O)c2c1	-4	-38%[inhibitor]	0%	2%	i	2%	-2.5	12
Cc1nn(-c2ccc(F)cc2)c(C)c1CN1CCN(CCc2ccccc2)C(CCO)C1 (centres undefined)	-6	-4%	0%	0%	i	2%	1.4	-9
CCCCn1cnc2c(sc3nc4c(cc32)CSC(C)(C)C4)c1=O	-4	i	10%	-7%	i	1%	1.3	29
CCOc1cc(Cl)c(CNCCCN2CCOCC2)cc1OC	-8	i	-1%	6%	i	0%	-0.9	-5
C/C(=N\NC(N)=O)c1cc(Cl)cc(Cl)c1O	-26	i	-12%	11%	i	-3%	-0.6	-82*
CC(=O)N1Cc2cc(C(=O)NCC(F)(F)F)nc(-c3cccc(-c4cc5ccccc5o4)c3)c2[C@@H]1CCO	55*	-45%[inhibitor]	-4%	11%	i	·	-0.9	-1
COc1ccc(NC(=O)CN(C)C(=O)CSc2nc3ccccc3s2)cc1	-15	-4%	8%	9%	i	?	0.4	-19
C[C@@H]1CN([C@H](C)CO)S(=O)(=O)c2ccc(Br)cc2O[C@H]1CN(C)C(=O)Nc1cccc(F)c1	3	-21%	-8%	1%	i	·	2.5	-19
Cc1ccsc1C1NC(=O)c2c(sc3c2CCN(C)C3)N1 (centres undefined)	-16	-21%	-13%	12%	i	0%	-1.7	?
O=S1(=O)CCO[C@H]2Cc3ccccc3[C@H]2N1Cc1ccccc1F	-9	-24%	-3%	13%	i	1%	-2.8	0
CC(C)(C)C(=O)Nc1ccc(C(=O)N/N=C/C2CC3C=CC2C3)cc1 (centres undefined)	-9	-20%	5%	6%	i	0%	-2.3	-14
CC(C)n1c(=O)nc(-c2ccccc2)c2cc3c(cc21)OCO3	1	-30%	-16%	5%	i	·	1.2	16
CC1CCN(c2ccc(NC(=O)c3cccnc3Cl)cc2)CC1	-4	i	4%	-4%	i	1%	0.9	-3
CS(=O)CCC(NS(=O)(=O)c1ccccc1)C(=O)O (centres undefined)	15	-8%[57.5 µM]	11%	3%	i	1%	-1.5	-14
CCC(C)c1ccc(OCC(=O)O)cc1 (centres undefined)	1	i	-1%	-6%	i	0%	1.7	-28
COc1ccc(NC(=O)CC2(CC(=O)O)CCCC2)cc1	6	i	6%	6%	i	2%	1.7	-6
CC1(C(=O)NS(=O)(=O)c2ccc(Br)cc2)CCN1C(=O)CCC1CCCC1 (centres undefined)	-10	-21%	-11%	2%	i	·	-3.3	-14
CCN(CC(=O)Nc1ccccc1C(F)(F)F)C(=O)c1cc2c(s1)CCCCC2	2	-6%	-22%	19%	i	0%	-1.7	-17
COc1ccc(OC)c(-c2cc(C(=O)NC3CCCC3)c3ccccc3n2)c1	-17	-16%	4%	12%	i	-3%	-0.6	-1

The list continues.
SMILES	D3 ag	PTHR1 agonist	EPAC2 antagonist	EPAC2 ag	pAkt inh	Mm-Cpn inhibitor	CCT chaperon mod	D3 antag
N#Cc1ccccc1COC(=O)c1ccc2c(c1)OCCO2	-3	-19%	-16%	14%	i	1%	0.9	0
O=C(NC1(C(F)(F)F)C(=O)Nc2c1c(=O)[nH]c(=O)n2-c1ccccc1)c1ccncc1 (centres undefined)	-2	-18%	8%	-3%	i	·	0.5	11
O=C(NCc1ccccc1)c1cc(C2COCCN2C(=O)OCCF)on1 (centres undefined)	2	-8%	-3%	5%	i	·	-0.9	0
CCc1c(C)sc(NC(=O)c2ccc(Br)o2)c1C(=O)OC	2	i	-12%	7%	i	-5%	-1.8	-7
Cc1cccc(NC(=O)C2C3C=CC(C4CC34)C2C(=O)O)c1 (centres undefined)	3	i	-8%	-13%	i	0%	-1.2	-3
CCOc1ccccc1-n1c(=S)sc2c(=O)n(-c3ccc(C)cc3)c(=S)[nH]c21	6	-36%[inhibitor]	-2%	2%	i	-5%	-1.1	0
COCCN1C(=O)C(CC(=O)Nc2ccc(C(=O)O)cc2)SC1=Nc1ccccc1 (centres undefined)	8	-11%	0%	2%	i	3%	-2.3	8
CCCc1ccc2oc(C(=O)N3CCN(CCC(N)=O)CC3)c(C)c2c1	2	-21%	2%	-1%	i	-2%	-1.6	4
C=CCN(Cc1ccc(Cl)s1)C(=O)c1ccc(F)c(S(=O)(=O)N2CCOCC2)c1	0	-8%	-13%	8%	i	2%	-0.5	7
Cc1ccc(/C=N/NC(=O)CSc2nnc(-c3ccc(Cl)cc3)n2-c2ccc(Cl)cc2)o1	6	0%	-4%	-1%	i	-1%	-0.9	1
CCC(=O)N(c1nnc(SCC(=O)NN2C(=O)NC3(CCC(C)CC3)C2=O)s1)C1CC1 (centres undefined)	-6	-18%	4%	5%	i	1%	0.9	4

Three compounds from above, reduced to CCT chaperon mod and Mm-Cpn inhibitor.
| SMILES | CCT chaperon mod | Mm-Cpn inhibitor |
| --- | --- | --- |
| O=C(NCc1ccccc1)c1cc(C2COCCN2C(=O)OCCF)on1 (centres undefined) | -0.9 | · |
| CCCc1ccc2oc(C(=O)N3CCN(CCC(N)=O)CC3)c(C)c2c1 | -1.6 | -2% |
| O=C(NC1(C(F)(F)F)C(=O)Nc2c1c(=O)[nH]c(=O)n2-c1ccccc1)c1ccncc1 (centres undefined) | 0.5 | · |

An excerpt; the hit share may differ from the screen's.
